Source: PubChem BioAssay
TLR9-MyD88 block: blocks human TLR9 binding to MyD88 | CHO BLA complementation TLR9-MyD88, CCF4 FRET ratio | inhibition, % at 4.98 µM | 0.21% of 340,000 active;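 active means inhibition above the mean over all tested compounds plus 3 SD, cut at about 21% in these data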;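 further: 0% = DMSO only wells and 100% = clavulanate BLA inhibitor control wells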
MC4R antag cAMP: blocks human MC4R cAMP signaling; P32245; MC4R-expressing cells, MTII-stimulated cAMP, LANCE TR-FRET; inhibition, % at 6.5 µM; 0.48% of 360,000 active;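 active means inhibition above its plate's cutoff, the mean of tested wells on that plate plus 3 SD, cut at about 29% in these data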;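 further: 0% = Melanotan II alone and 100% = Melanotan II plus saturating MCL0020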
Target sequence (P32245 whole entry, looked up): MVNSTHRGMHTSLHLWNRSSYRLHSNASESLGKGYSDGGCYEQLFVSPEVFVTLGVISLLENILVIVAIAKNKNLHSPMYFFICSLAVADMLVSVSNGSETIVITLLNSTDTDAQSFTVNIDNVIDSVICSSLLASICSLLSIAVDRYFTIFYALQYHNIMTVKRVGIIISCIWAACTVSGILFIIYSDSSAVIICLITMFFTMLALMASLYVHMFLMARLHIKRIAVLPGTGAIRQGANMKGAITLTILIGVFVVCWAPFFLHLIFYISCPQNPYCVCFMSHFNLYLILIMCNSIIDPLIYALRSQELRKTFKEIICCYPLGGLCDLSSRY
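system = U2OS cells with stable human MC4R expression | also added = Melanotan II challenge after compound preincubation | dosing = one concentration, 6.5 µM nominal | incubation = compound 30 min, challenge 1 h, detection 1 h | measured by = TR-FRET with Eu-cAMP and labeled anti-cAMP, 671 nm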
ABCB6 inh MLPCN: blocks the human ABCB6 transporter; K562-ABCB6 porphyrin accumulation, flow cytometry, 1 h; active compounds read low; 0.19% of 360,000 active; fluorescence ratio to DMSO, % at 10 µM; Q9NP58;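 active means fluorescence ratio to DMSO below 75%, the collection mean minus 3 SD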;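 further: signal is porphyrin accumulated inside mitochondria; 100% equals median channel fluorescence of DMSO control wells; lower ratio means ABCB6 inhibition with less porphyrin fluorescence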
Vif imaging: inhibitors of HIV Vif. HEK293T cells, Vif self-association by quenched fluorescence, imaging, 24 h. AID 602346. inhibition, % at 7.49 µM. 0.35% of 340,000 active; in the data active means inhibition above about 50%, passing the limit was not always enough; further: some results filed as inactive read as strong as hits
N-glyco inh: blocks N-linked glycosylation in D54 reporter cells. reporter increase, % at 12.5 µM. 0.23% of 360,000 active. D54 ERlucT glycosylation luciferase reporter, 24 h; percent of 100 nM tunicamycin response. AID 588692;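 active means mean luciferase reporter signal, scaled so untreated is 0 and the glycosylation-blocking control 100, at or above a set limit in every replicate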;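 further: luciferase carries N-glycosylation sites so blocking glycosylation raises the light; 0% = median of neutral control wells and 100% = median of 100 nM tunicamycin wells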
ABHD5 PLIN5 PPI: inhibitors of human ABHD5-perilipin-5 interaction; Q00G26+Q8WTS1; Split G. princeps luciferase complementation, luminescence, 4 h; inhibition, % at 4 µM; 0.78% of 360,000 active; AID 602281;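 active means inhibition above the mean inhibition across every tested compound plus 3 SD, cut at about 22% in these data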;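 further: 0% = DMSO only wells and the 100% control is not disclosed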
MC4R ag barr: human MC4R agonism via beta-arrestin | 0.98% of 360,000 active | activation, % at 8.9 µM | AID 540308 | U2OS MC4R beta-arrestin complementation, luminescence; percent of melanotan II response, DMSO zero;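 active means activation above a per-plate cutoff, the mean activation of sample wells on that plate plus 3 SD, cut at about 8% in these data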
NOD2 RIPK2 PPI: inhibitors of human NOD2-RIPK2 interaction; AID 624267; inhibition, % at 4.98 µM; CHO BLA complementation NOD2-RIPK2, CCF4 ratio; O43353; 0.38% of 360,000 active; in the data active means inhibition above about 21%;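 further: 0% = vehicle only and 100% = reference blocker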
aDG glyco act: increases alpha dystroglycan glycosylation | 0.22% of 360,000 active | Pro5-aDG cells, alpha-DG glycosylation AlphaScreen (IIH6); 0% Pro5, 100% B10-LARGE cell signal | activation, % at 10 µM;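 active means activation of at least 8% versus controls, or a plate z-score of at least 8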;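 further: Pro5 are CHO cells carrying HIG-tagged alpha-DG that lacks glycosylation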
Granule exo inh: lytic granule exocytosis inhibition | AID 651702 | 0.66% of 360,000 active | inhibition, % at 10 µM | TALL-104 LAMP-1 surface exposure, flow cytometry; cells stimulated with thapsigargin and PMA;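 active means inhibition above about 55%, limit read from the data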
Active calls of the source: *; · = not tested or not shown.

SMILES	TLR9-MyD88 block	MC4R antag cAMP	ABCB6 inh MLPCN	Vif imaging	N-glyco inh	ABHD5 PLIN5 PPI	MC4R ag barr	NOD2 RIPK2 PPI	aDG glyco act	Granule exo inh
CCc1cc(C(=O)NCC2CCCO2)sc1C (configuration not stated)	-16	-4	95	-6	0	4	-2.8	-13	-0.1	11
CN(c1ccccc1)S(=O)(=O)c1ccc(C(=O)Nc2nnc(-c3ccco3)o2)cc1	-2	-1	104	11	2	-5	0.1	4	-0.4	-4
CN(C)c1ccc(NC(=O)C[n+]2ccccc2)cc1	4	5	101	-1	3	1	-1.6	1	-0.2	56*
COc1ccccc1NS(=O)(=O)c1ccc(C)c(C(=O)NC2=NCCS2)c1	3	21	98	11	1	-9	-0.7	2	-0.4	5
O=C(Nc1ccc(NC(=S)NC(=O)c2ccco2)cc1)c1ccc(Br)cc1	2	4	104	53*	0	-3	-2.2	-7	-0.2	-2
Cc1c(CN2CCCCC2C)c(=O)n(-c2ccccc2)n1C (configuration not stated)	-1	3	106	7	0	1	-0.5	-5	-0.2	0
COc1ccc(/C=N/NC(=O)c2ccc(CSc3nncn3C)cc2)cc1OC	2	4	98	-1	-1	4	-1.6	-5	-0.2	0
O=C(CNS(=O)(=O)c1ccccc1)NCC(=O)OCc1ccccc1F	0	17	98	-1	-1	-1	-1.6	-4	0.1	-2
Nc1c(-c2ccc(Cl)cc2)cnn1C1CCS(=O)(=O)C1 (configuration not stated)	-5	-4	95	-2	0	-5	-1.0	12	-0.1	-3
COC(=O)c1ccc(C)c(NC(=O)CSc2nnc3ccccn23)c1	-8	4	96	-8	1	-3	-1.9	1	-0.1	-4
Nc1ncc(CCN2CCOCC2)c(-c2ccc(F)cc2)n1	2	4	105	10	1	-3	0.0	1	0.5	2
COC(=O)CC1C(=O)NCCN1C(=O)CSc1nc2cc(Cl)ccc2o1 (configuration not stated)	-3	-1	101	21	-3	-1	-2.0	4	-0.1	0
C/C(CC(=O)Nc1ccc2c(c1)OCCO2)=N\NC(=O)COc1ccccc1	-12	13	98	-2	-2	2	-0.6	-13	-0.1	-7
O=C1CC(N2CCN(c3ccc(F)cc3)CC2)C(=O)N1c1ccccc1 (configuration not stated)	-6	0	99	8	-1	0	-0.1	-3	-0.4	20
COc1ccc([C@@H]2OC2(C(N)=O)C(N)=O)cc1	3	-2	95	3	2	-2	0.2	-9	-0.2	-2
O=C1c2cccnc2C(Nc2ccc(S(=O)(=O)N3CCCCC3)cc2)N1Cc1ccccc1 (configuration not stated)	-6	10	98	-20	1	2	-0.3	-5	-0.1	0
COCCN(C(=O)CSc1nnc(C)n1Cc1ccccc1)c1c(N)n(Cc2ccccc2)c(=O)[nH]c1=O	1	3	90	-11	0	2	-1.9	-2	0.0	-2
CCC/C(=N\NC(=O)c1ccc(CSc2nncn2C)cc1)c1ccccc1	-1	16	103	-15	1	1	-1.9	-2	0.1	0
CC(C)(C)OC(=O)N1CCCC(C(=O)Nc2ccc(C(=O)NCc3ccccc3)cc2)C1 (configuration not stated)	-11	-4	101	·	-2	-1	-0.3	0	0.5	4
CCOc1ccc(N(CC)C(=O)Cc2c(C(=O)O)n(C)c3ccccc23)cc1	7	13	98	1	1	11	-0.6	-4	0.0	-6

Arranged by molar mass (rising): some entries from above.
SMILES	TLR9-MyD88 block	MC4R antag cAMP	ABCB6 inh MLPCN	Vif imaging	N-glyco inh	ABHD5 PLIN5 PPI	MC4R ag barr	NOD2 RIPK2 PPI	aDG glyco act	Granule exo inh
Cc1c(CN2CCCCC2C)c(=O)n(-c2ccccc2)n1C (configuration not stated)	-1	3	106	7	0	1	-0.5	-5	-0.2	0
COc1ccc(/C=N/NC(=O)c2ccc(CSc3nncn3C)cc2)cc1OC	2	4	98	-1	-1	4	-1.6	-5	-0.2	0
O=C1c2cccnc2C(Nc2ccc(S(=O)(=O)N3CCCCC3)cc2)N1Cc1ccccc1 (configuration not stated)	-6	10	98	-20	1	2	-0.3	-5	-0.1	0

Later entries:
SMILES	TLR9-MyD88 block	MC4R antag cAMP	ABCB6 inh MLPCN	Vif imaging	N-glyco inh	ABHD5 PLIN5 PPI	MC4R ag barr	NOD2 RIPK2 PPI	aDG glyco act	Granule exo inh
CCC(c1nnnn1Cc1ccc(F)cc1)N1CCN(C)CC1 (configuration not stated)	7	5	103	·	0	4	-0.5	-3	0.0	2
CSc1nc2ccc(Br)cc2[nH]1	-8	1	98	-8	0	-3	-3.1	6	1.0	-1
CCOc1ccccc1NC(=S)N1CCN(c2ccc(O)cc2)CC1	7	-7	101	-8	-1	4	-1.6	-3	0.0	-9
COc1ccccc1-c1nnc(SCCN2CCOCC2)n1-c1ccc(C)cc1	-4	11	94	-3	1	-1	-1.4	8	0.0	-1
CCN(CC)S(=O)(=O)c1cccc(C(=O)Nc2ccccc2)c1	3	-6	93	-6	-1	0	-2.2	7	0.5	0

As a working copy, 12 of the compounds above:
SMILES	TLR9-MyD88 block	MC4R antag cAMP	ABCB6 inh MLPCN	Vif imaging	N-glyco inh	ABHD5 PLIN5 PPI	MC4R ag barr	NOD2 RIPK2 PPI	aDG glyco act	Granule exo inh
Nc1ncc(CCN2CCOCC2)c(-c2ccc(F)cc2)n1	2	4	105	10	1	-3	0.0	1	0.5	2
COC(=O)CC1C(=O)NCCN1C(=O)CSc1nc2cc(Cl)ccc2o1 (configuration not stated)	-3	-1	101	21	-3	-1	-2.0	4	-0.1	0
C/C(CC(=O)Nc1ccc2c(c1)OCCO2)=N\NC(=O)COc1ccccc1	-12	13	98	-2	-2	2	-0.6	-13	-0.1	-7
O=C1CC(N2CCN(c3ccc(F)cc3)CC2)C(=O)N1c1ccccc1 (configuration not stated)	-6	0	99	8	-1	0	-0.1	-3	-0.4	20
COc1ccc([C@@H]2OC2(C(N)=O)C(N)=O)cc1	3	-2	95	3	2	-2	0.2	-9	-0.2	-2
O=C1c2cccnc2C(Nc2ccc(S(=O)(=O)N3CCCCC3)cc2)N1Cc1ccccc1 (configuration not stated)	-6	10	98	-20	1	2	-0.3	-5	-0.1	0
COCCN(C(=O)CSc1nnc(C)n1Cc1ccccc1)c1c(N)n(Cc2ccccc2)c(=O)[nH]c1=O	1	3	90	-11	0	2	-1.9	-2	0.0	-2
CCC/C(=N\NC(=O)c1ccc(CSc2nncn2C)cc1)c1ccccc1	-1	16	103	-15	1	1	-1.9	-2	0.1	0
CC(C)(C)OC(=O)N1CCCC(C(=O)Nc2ccc(C(=O)NCc3ccccc3)cc2)C1 (configuration not stated)	-11	-4	101	·	-2	-1	-0.3	0	0.5	4
CCOc1ccc(N(CC)C(=O)Cc2c(C(=O)O)n(C)c3ccccc23)cc1	7	13	98	1	1	11	-0.6	-4	0.0	-6
CCC(c1nnnn1Cc1ccc(F)cc1)N1CCN(C)CC1 (configuration not stated)	7	5	103	·	0	4	-0.5	-3	0.0	2
CSc1nc2ccc(Br)cc2[nH]1	-8	1	98	-8	0	-3	-3.1	6	1.0	-1

Some of the compounds tested. The share of hits here may be higher or lower than overall.
